Source: PubChem (National Center for Advancing Translational Sciences (NCATS))
HTT cytoprotect: protects HTT-Q103 PC12 cells, measured by ATP. PC12 HTT-Q103 induced, cytoprotection, ATP luminescence, 40 h. Potency, µM (top dose mostly 56.4 µM), without a hit: cytoprotection (ATP increase), usual class: activators. hit rate 0.14% among 230,000;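 note: potency is the fitted concentration of half-maximal effect; % of control where 0% means no effect; nearly all actives have a fitted effect of over 45% in size; toxic huntingtin expression switched on by the ecdysone agonist tebufenozide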
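Compounds added alongside 100 nM tebufenozide, which induces toxic Q103 huntingtin exon 1-GFP in stable PC12 cells; surviving cells quantified by luminescent ATP measurement. Medium: phenol red-free DMEM, 5% equine and 5% calf serum.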
SMN2 splice enh: enhancers of SMN2 splice variant expression | HEK293 SMN2-luciferase splicing reporter, luminescence, 30-36 h | Potency, µM (doses to about 46.1 µM), for the others: at the top dose activity change, positive = activation, actives largely listed as activators | hit rate 2.8% among 210,000 | AID 1458; note: potency is the fitted concentration of half-maximal effect; % of control where 0% means no effect; nearly all actives have a fitted effect of over 55% in size
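qHTS luciferase splicing reporter: luminescence rises when SMN2 exon 7 is included in transfected HEK293 cells. Compound exposure lasted 30-36 h at 37C, with 4.5 mM final sodium butyrate as control, followed by a ONE-Glo read.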
CBFb RUNX1 block: blocks binding between human CBF-beta and RUNX1; Q01196+Q13951; AlphaScreen CBFb-His/RUNX1-biotin binding, biochemical; Potency, µM (highest dose often 59.8 µM), for the others: at the highest dose activity, negative = inhibition, actives largely listed as inhibitors; 230,000 tested, under 10 active; AID 1477; note: % of control where 0% means no effect
Target sequence (Q01196 whole entry, looked up): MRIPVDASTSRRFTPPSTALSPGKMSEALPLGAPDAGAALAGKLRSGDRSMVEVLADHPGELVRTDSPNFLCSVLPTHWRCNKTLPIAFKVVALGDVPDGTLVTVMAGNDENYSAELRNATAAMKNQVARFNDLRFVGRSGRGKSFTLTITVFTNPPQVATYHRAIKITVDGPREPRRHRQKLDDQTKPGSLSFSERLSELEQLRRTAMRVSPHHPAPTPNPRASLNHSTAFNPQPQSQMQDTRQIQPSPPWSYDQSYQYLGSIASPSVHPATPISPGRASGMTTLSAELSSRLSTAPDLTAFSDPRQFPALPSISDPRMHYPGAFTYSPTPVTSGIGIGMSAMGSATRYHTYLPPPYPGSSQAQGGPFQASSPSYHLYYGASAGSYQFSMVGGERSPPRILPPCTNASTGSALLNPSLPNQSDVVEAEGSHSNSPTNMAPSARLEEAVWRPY
Target sequence (Q13951 whole entry, looked up): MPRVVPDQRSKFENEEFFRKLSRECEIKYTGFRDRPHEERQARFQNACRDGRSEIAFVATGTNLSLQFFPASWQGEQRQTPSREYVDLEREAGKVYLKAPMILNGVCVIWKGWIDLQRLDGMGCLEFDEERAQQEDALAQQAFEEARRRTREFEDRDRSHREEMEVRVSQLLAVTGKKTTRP
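Bead-based AlphaScreen assay; binding partners His-tagged CBF-beta and biotinylated RUNX1 at 30 nM each. Compound exposure 15 min after a 20-min protein preincubation; bead step 90 min; all steps at room temperature.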
IMPase Li cell: cell-permeable IMPase inhibitors with lithium potentiation; Potency, µM (highest dose often 59.4 µM), without a hit: at the highest dose activity, negative = IMPase inhibition, actives largely listed as inhibitors; hit rate 0.35% among 210,000; CHO-M1 cells, IP1 TR-FRET (IP-One), carbachol + lithium; AID 1457;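 note: IP1 builds up when IMPase is blocked and the TR-FRET signal falls; potency is the fitted concentration of half-maximal effect; plate controls were basal vehicle for no effect and high inhibitor control for full effect; nearly all actives have a fitted effect of over 50% in size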
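CHO cells stably expressing M1 receptor (2000/well, cultured 16–30 h) treated 30 min at 37C with compound plus low lithium. Cytosolic IP1 by TR-FRET (665/620 ratio and 620 channel) after 10 min lysis; AC50 by Hill fit.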
Luc counter: counter-screen: inhibitors of Kinase-Glo firefly luciferase; Q27757; Kinase-Glo luciferase, ATP luminescence, 8 min; Potency, µM (top dose mostly 38.3 µM), without a hit: at the highest dose activity change, negative = inhibition, hits mostly inhibitors; hit rate 0.28% among 200,000; AID 1379; note: potency is the fitted concentration of half-maximal effect; % is set by controls: 0 for no effect and ±100 for the full control effect; nearly all actives have a fitted effect of over 60% in size
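Kinase-Glo luciferase light output from ATP and luciferin was measured with 10 uM ATP, within the enzyme's linear range. Buffer: 50 mM imidazole pH 7.2, 50 mM KCl, 7 mM MgCl2, 0.01% Tween 20, 0.05% BSA; luminescence read after 8 min at ambient temperature.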
HttQ103 aggreg: reduces HttQ103-GFP aggregates in PC12 cells; PC12 HttQ103-GFP aggregates, Acumen cytometry, 40 h; Potency, µM (series often up to 46.1 µM), without a hit: top-dose activity change, negative = inhibition, actives largely listed as inhibitors; hit rate 1.1% among 220,000; note: potency is the fitted concentration of half-maximal effect; % is set by controls: 0 for no effect and ±100 for the full control effect; nearly all actives have a fitted effect of over 60% in size
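Ecdysone-promoter PC12 model expressing HTT exon 1 Q103 fused to GFP, induced by tebufenozide at 100 nM final. Compounds titrated; aggregates sized 1–25 µm scored on a 488 nm laser cytometer.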
LMNA splice mod: modulators of lamin A splicing. HeLa LMNA splicing GFP/RFP minigene ratio, 48 h. Potency, µM (highest dose often 46.1 µM), for inactives: at the highest dose ratio change, negative = inhibition, usual class: inhibitors. hit rate 0.01% among 200,000; active = well fitted inhibition curve with a large enough effect in the signal ratio, with a control signal flat, not every such curve was filed as active; inconclusive = small, poorly fitted or top-dose-only effect, or effect the other way, or a change in a side signal; the % refers to the signal ratio; note: potency is the fitted concentration of half-maximal effect; % is set by controls: 0 for no effect and ±100 for the full control effect
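S3 HeLa stable clones carrying a lamin A-EGFP splicing minigene plus DsRed2 were seeded at 600 cells/well in Opti-MEM with 2% FBS, pin-dosed and incubated 48 h at 37°C. Acumen cytometry (488 nm) gave the GFP/RFP total-intensity ratio.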
Active calls of the source: *; ? = inconclusive; nt = no result given; [ ] = another dose, or the depositor's remark. Unless noted, calls come from the whole dose curve; as a rule, active = well fitted curve in the direction sought with a large enough effect; inconclusive = small, poorly fitted or top-dose-only effect, or another doubt; inactive = no such curve, though single readings can be large; an effect the other way counts as inactive or inconclusive.

compound	Luc counter	LMNA splice mod	HTT cytoprotect	HttQ103 aggreg	IMPase Li cell	CBFb RUNX1 block	SMN2 splice enh
CC(NC(=O)/C=C/c1ccco1)c1nc2ccccc2n1Cc1c(Cl)cccc1Cl (stereo not given)	-0.7%	0.0%	11.3%[10 µM]	?	4.5%	-12.5%	-2.6%
CCN(CC)C(=O)C1CCN(S(=O)(=O)c2ccc3oc4ccccc4c3c2)CC1	-3.9%	-8.6%	-48.9%[inhibitor]	?	-0.9%[38.3 µM]	2.1%	-59.8%[inhibitor]
CN(Cc1ccccc1)S(=O)(=O)c1ccc(NC(=O)C2CCCO2)cc1 (stereo not given)	1.1%	?	-12.4%	-9.9%	-2.2%[38.3 µM]	1.1%	-2.6%
CCCCc1cc(=O)oc2cc(OCc3cc(OC)c(OC)c(OC)c3)c(Cl)cc12	6.5%	-2.4%	5.0%[10 µM]	-26.7%	7.2%	9.9%	-32.9%[inhibitor]
Cc1cc(C)n(-c2ccccc2C#N)n1	nt	nt	8.2%[10 µM]	9.0%[9.22 µM]	nt	8.9%	nt
COc1ccc([N+](=O)[O-])cc1N1C(=O)c2cccc3cccc(c23)C1=O	-2.9%	4.7%	-33.2%[0.074 µM]	-13.0%	-4.0%	-17.8%	11.8%
Cc1noc(C)c1C(=O)N1CCC[C@@]2(CCN(C(c3ccccc3)c3ccccc3)C2)C1	-1.5%	nt	-15.3%	nt	-2.9%	nt	-4.7%
COc1cc(-c2nc3oc4ccccc4c(=O)c3c(=O)n2Cc2ccco2)cc(OC)c1OC	7.3%	?	2.5%	-19.0%	-15.1%[38.3 µM]	6.4%	4.8%
O=C(CCSc1ccccc1)Nc1ccccc1C(=O)N1CCCC1	-0.7%	?	-4.9%[0.074 µM]	-1.1%	-2.0%	-5.0%	?
Cc1noc(C)c1C(=O)Nc1ccc(Cl)cc1C(F)(F)F	-0.5%	5.3%	-10.2%[0.074 µM]	-4.2%	-1.2%[38.3 µM]	4.3%	-0.8%
CCN(CC)S(=O)(=O)c1ccc(C)c(NC(=O)COC(=O)C=C(C)C)c1	nt	nt	42.8%[10 µM]	15.7%[9.22 µM]	nt	5.1%	nt
CC(C)Cn1c(/C=C/c2ccccc2)nc2ccccc21	nt	?	-4.7%[10 µM]	?	nt	?	nt
Cc1onc(-c2ccccc2)c1CNC(=O)C1COc2ccccc2O1 (stereo not given)	nt	nt	-9.9%[10 µM]	0.6%[9.22 µM]	nt	7.2%	nt
COC(=O)CSc1nc2ccccc2o1	-4.9%	9.6%	-12.5%[10 µM]	-2.6%	-28.8%[38.3 µM]	-0.3%	-9.1%
O=C(NNc1cccc([N+](=O)[O-])c1)/C(=C\c1cccnc1)NC(=O)c1ccccc1	nt	nt	8.1%[10 µM]	14.8%[9.22 µM]	nt	-1.7%	nt
COc1cc2cc(C(c3nnnn3C(C)(C)C)N3CCC(C)CC3)c(=O)[nH]c2cc1OC (stereo not given)	-0.1%	-5.1%	13.6%	14.8%	19.5%[38.3 µM]	0.1%	16.3%
CCN1CCN(C(=O)c2cc3c(-c4ccc(Cl)cc4)nn(C)c3s2)CC1	1.5%	1.7%	-36.5%	13.9%	11.7%[38.3 µM]	3.0%	0.4%
Cn1cccc1/C=C1\SC(=S)N(Nc2ccccc2)C1=O	nt	nt	-12.5%[10 µM]	16.6%[9.22 µM]	nt	-10.2%	nt
Cc1cccc(CSCCNC(=O)CCSc2ccccc2)c1	-1.9%	7.0%	nt	-8.1%	2.2%	-5.6%	-21.1%
C=CCSc1n[nH]c2nc3c(c(=O)n12)C1(CCCC1)Cc1ccccc1-3	-3.6%	-3.9%	12.4%[10 µM]	-8.1%	-4.1%	15.6%	-19.9%
Cc1cc(C)c(C(=O)CC2(O)C(=O)Nc3ccccc32)cc1C (stereo not given)	0.0%	1.4%	21.9%	10.8%[9.22 µM]	22.6%[38.3 µM]	1.6%	-34.1%[inhibitor]
Cc1ccc(S(=O)(=O)Nc2nc(C)cc(-n3nc(C)cc3C)n2)cc1	-0.3%	19.0%	-2.1%	8.0%	32.5%[activator][38.3 µM]	0.7%	-29.3%
C/C(=N/NC(=O)CNC(=O)Cc1ccc(Cl)cc1)c1ccco1	nt	?	5.6%[10 µM]	-3.6%[9.22 µM]	nt	10.3%	nt
O=S1(=O)CCN(Cc2csc(-c3cccs3)n2)CC1	nt	?	3.5%[10 µM]	6.9%[9.22 µM]	nt	-8.3%	nt
COC(=O)C(Cc1ccc(OC(=O)c2ccccc2C)cc1)N1Cc2ccccc2C1=O (stereo not given)	1.4%	3.4%	-2.3%[10 µM]	-5.7%	17.6%[38.3 µM]	5.9%	?

Further compounds.
compound	Luc counter	LMNA splice mod	HTT cytoprotect	HttQ103 aggreg	IMPase Li cell	CBFb RUNX1 block	SMN2 splice enh
CCC(C)NS(=O)(=O)c1cccs1 (stereo not given)	-0.5%	9.5%	5.2%	-8.0%	13.4%[38.3 µM]	11.2%	5.3%
CCOc1ccc(N2C(N)=NC(N)=NC2(C)C)cc1	7.1%	7.4%	-41.3%[inhibitor]	-12.1%	10.5%[38.3 µM]	1.7%	-17.2%
COc1cc2c3nnc(-c4ccc(F)cc4)c-3cn(Cc3ccc(F)cc3)c2cc1OC	3.4%	?	-134.1%[inhibitor]	?	9.6%[38.3 µM]	-3.9%	0.5%
O=C(Nc1cccc2ncccc12)c1ccc2c(c1)OCCO2	-2.3%	-3.4%	-15.7%	12.6%	19.1%[38.3 µM]	1.1%	-16.5%
CC1(C)C(=O)Nc2ccccc2N1C(=O)COC(=O)Cn1cnc2ccccc2c1=O	-0.5%	-0.2%	3.1%[10 µM]	3.7%	-1.7%	7.0%	14.8%
COc1ccccc1C(=O)N1CCNC(=O)C1CC(=O)Nc1ccc(Cl)cc1 (stereo not given)	-1.2%	4.8%	-35.4%[10 µM]	1.4%	-12.6%[38.3 µM]	8.0%	-0.2%
CC(=O)O[C@H]1CC[C@@]2(C)C(CCC3C2CC[C@]2(C)OC(=O)CCC32)C1 (stereo not given in full)	-0.2%	1.0%	8.9%[10 µM]	-0.5%	17.2%	1.2%	4.9%
CC(Oc1ccc(Cl)cc1Cl)C(=O)OCn1nnc2ccccc2c1=O (stereo not given)	-1.0%	-0.9%	17.1%	-2.0%	-6.0%[38.3 µM]	8.6%	-6.3%
COc1cc(Cl)c(C)cc1NC(=O)c1cc(S(=O)(=O)N(C)C)ccc1N1CCCC1	-3.3%	1.0%	14.5%[10 µM]	16.5%	11.4%	-6.4%	-31.5%
CC(=O)Cn1ncc(Br)c(Br)c1=O	-2.6%	nt	-49.2%	11.9%[9.22 µM]	-20.8%	3.9%	-108.2%[inhibitor]
CN(CC(=O)NCCC1=CCCCC1)S(=O)(=O)c1ccc2c(c1)CCC(=O)N2	3.1%	2.4%	14.9%[10 µM]	-6.2%	24.5%[38.3 µM]	8.8%	-0.3%
CCC(C)(C)NC(=O)C(c1ccc(F)cc1)N(Cc1cccs1)C(=O)c1cnccn1 (stereo not given)	-0.9%	-6.0%[46 µM]	38.4%[10 µM]	20.8%[9.22 µM]	12.8%	3.7%	nt
COc1ccc(/C=N/NC(=O)c2ccc(COCC(F)(F)C(F)F)cc2)cc1	-0.9%	0.5%	nt	16.6%	1.7%	1.2%	1.1%
O=C(O)c1c[nH]c2ccc(S(=O)(=O)N3CCN(c4ccc(F)cc4)CC3)cc2c1=O	3.3%	-5.4%	-20.8%[0.074 µM]	-1.7%	-10.0%[38.3 µM]	1.4%	-15.0%
CCOc1ccc(C(=O)OCC(=O)NCc2ccco2)cc1OCC	-0.9%	-2.2%	-28.3%[10 µM]	-20.3%	-6.8%[38.3 µM]	-22.0%	9.6%
CCCCNC(=O)c1onc(CSc2ccc(F)c(F)c2)c1C(=O)O	1.5%	-6.5%	-5.5%	-1.1%	-5.0%[38.3 µM]	8.5%	?
Cc1c(NC(=O)CSc2ccc(Cl)cc2)cccc1-c1nc2ncccc2o1	-1.2%	6.3%	-9.8%	-4.1%	20.4%[38.3 µM]	-1.7%	-36.4%[inhibitor]
CSC1=NCCN1S(=O)(=O)c1ccc2ccccc2c1	5.2%	2.0%[9.22 µM]	?	-11.6%	2.0%	5.1%	-22.1%
COc1ccc(O[C@H]2C=C[C@@H](c3ccccc3)O[C@@H]2COC(=O)CC/C(C)=N/OC[C@@H](O)[C@H]2O[C@@H]3OC(C)(C)O[C@@H]3[C@H]2O)cc1	-2.5%	?	nt	9.4%	8.3%	-1.9%[2.36 µM]	-23.8%
COC(=O)c1cc2n(n1)CCN(Cc1cccc(OC)c1)C2=O	3.3%	nt	2.2%	6.0%	30.1%[activator]	9.1%	-4.7%
CCCNC(=O)c1ccccc1NC(=O)c1ccc(CSc2ccccc2)cc1	14.7%	?	6.3%[10 µM]	?	6.3%	4.8%	-5.2%
COc1cccc(-c2nc(NCCNC(C)=O)c3ccccc3n2)c1	nt	-4.1%	-19.9%	nt	6.4%	nt	nt
COc1ccc(N/C(N)=N/c2nc(CSc3ccc(C)cc3)cc(=O)[nH]2)cc1	-2.8%	0.6%	8.9%	3.8%	-7.5%[38.3 µM]	-1.6%	-1.0%
CC1CCCC(C)N1C(=O)COC(=O)c1ccc(O)cc1 (stereo not given)	-4.0%	2.6%	6.3%	45.7%	24.8%[38.3 µM]	6.2%	-0.9%
O=S(=O)(c1ccc(Oc2ccc(Br)cc2)cc1)N1CCOCC1	2.0%	?	-12.7%	?	46.6%[activator][38.3 µM]	16.8%	nt
CC(C)(C)NC(=O)CCN1CCOCC1	17.5%	-5.7%	20.0%	3.4%	24.9%[38.3 µM]	2.1%	?
O=C(NCc1ccc2c(c1)OCO2)c1cc(-c2ccc(Cl)cc2Cl)on1	-1.1%	-7.3%	-21.2%	-4.4%	-10.4%[38.3 µM]	2.5%	-4.3%
COc1ccc(CNC(=O)CN2C(=O)CC(c3ccccc3)=Nc3ccccc32)cc1	-0.8%	?	26.0%[10 µM]	11.1%[9.22 µM]	15.3%	0.9%	nt
